# TEAD-YAP inh: TEAD-YAP interaction inhibition | HEK-TIYL cells, TEAD-Gal4/YAP UAS-luciferase luminescence | hit rate 1.4% among 640,000 | inhibition, % at 9.12 µM | AID 1259422; in the data active = inhibition above about 32%;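 note: 0% = median of test compound wells and 100% = reference inhibitor wells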
# GPR151 activ: human GPR151 activation. PathHunter beta-arrestin GPR151 cells, luminescence. activation, % at 11.2 µM. hit rate 1% among 650,000; in the data active = activation above about 4.9%;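 note: 0% = median of compound wells and 100% = cells with positive control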
# Target sequence (Q8TDV0 whole entry, looked up): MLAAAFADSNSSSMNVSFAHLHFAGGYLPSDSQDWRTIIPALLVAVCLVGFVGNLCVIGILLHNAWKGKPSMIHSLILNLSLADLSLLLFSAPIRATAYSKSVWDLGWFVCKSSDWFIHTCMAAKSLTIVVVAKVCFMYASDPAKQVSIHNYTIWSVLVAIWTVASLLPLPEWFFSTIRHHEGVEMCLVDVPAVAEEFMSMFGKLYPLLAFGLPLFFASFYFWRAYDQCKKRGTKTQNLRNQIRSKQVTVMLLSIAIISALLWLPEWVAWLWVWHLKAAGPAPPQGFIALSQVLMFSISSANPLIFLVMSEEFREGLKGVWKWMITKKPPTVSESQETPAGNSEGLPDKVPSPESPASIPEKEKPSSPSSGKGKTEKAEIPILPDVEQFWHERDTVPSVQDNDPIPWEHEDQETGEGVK
# MITF inh: human MITF inhibition, primary screen. AlphaScreen MITF homodimerization, bead proximity signal. inhibition, % at 2.6 µM. hit rate 0.91% among 650,000; in the data active = inhibition above about 50%;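 note: 0% = vehicle wells with protein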
# Target sequence (O75030 whole entry, looked up): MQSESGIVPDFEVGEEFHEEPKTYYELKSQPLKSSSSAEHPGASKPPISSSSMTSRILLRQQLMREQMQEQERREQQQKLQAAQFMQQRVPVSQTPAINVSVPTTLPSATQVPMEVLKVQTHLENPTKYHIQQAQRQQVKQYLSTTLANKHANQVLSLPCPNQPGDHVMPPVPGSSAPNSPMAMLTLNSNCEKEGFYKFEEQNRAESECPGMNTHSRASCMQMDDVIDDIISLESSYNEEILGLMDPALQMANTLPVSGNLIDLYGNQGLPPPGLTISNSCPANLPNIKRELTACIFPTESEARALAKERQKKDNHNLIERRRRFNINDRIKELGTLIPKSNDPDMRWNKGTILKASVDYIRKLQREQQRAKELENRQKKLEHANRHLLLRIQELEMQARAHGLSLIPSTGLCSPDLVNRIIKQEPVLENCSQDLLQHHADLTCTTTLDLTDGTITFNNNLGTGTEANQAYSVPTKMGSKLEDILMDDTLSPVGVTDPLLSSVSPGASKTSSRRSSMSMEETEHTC
# FBW7 act: human FBW7 E3 ligase activation, primary screen | Q969H0 | AlphaScreen FBW7–phospho-cyclin E peptide binding, activator screen | normalized activity (activation), % at 26.1 µM | hit rate 0.13% among 650,000 | AID 1259310; in the data active = normalized activity above about 1.9%;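 note: purified mutant Fbw7 with reduced substrate affinity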
# Active calls of the source: *.
SMILES,TEAD-YAP inh,GPR151 activ,MITF inh,FBW7 act
CC(C)(C)c1cc(C(C)(C)C)c2nc(-c3ccccc3O)oc2c1O,0,-0.3,0,0.0
Fc1ccc(-c2nn3c(C4COc5ccccc5O4)nnc3s2)cc1 (centres undefined),-26,-1.5,-13,0.3
N=C1SCC(=O)N1c1ccc2c(c1)OCO2,2,-0.6,7,-0.1
O=C(CN1CCC(c2nc(-c3ccncc3)n[nH]2)CC1)Nc1ccccc1-c1ccccc1,0,0.4,-7,0.4
CC(=O)Nc1ccc(Oc2ccc(C(c3ccc(Oc4ccc(NC(C)=O)cc4)cc3)(C(F)(F)F)C(F)(F)F)cc2)cc1,-12,1.0,-8,0.0
COc1ccc(/C=N/OCC(=O)O)cc1,1,0.5,12,0.1
Oc1c(CN2CCOCC2)ccc(CN2CCOCC2)c1O,0,-0.8,52*,-0.5
COc1ccc(NC(=O)C(=O)NCC2CCCO2)cc1OC (centres undefined),-7,0.7,-2,-0.1
COc1cc(C(C)=O)ccc1Oc1cnccn1,1,-0.9,-14,0.2
CCCCC(=O)Nc1cccc(C(F)(F)F)c1,3,-0.8,13,-0.1
O=c1c(Cl)c(Nc2cccc(F)c2)cnn1C12CC3CC(CC(C3)C1)C2,2,0.0,21,0.3
CN1CCN(c2cc(=O)n(-c3ccc(Cl)cc3)c(=O)[nH]2)CC1,-4,-0.4,8,0.0
Cc1ccc(NC(=O)C2CC(=O)N(Cc3ccc4c(c3)OCO4)C(=Nc3cccc(C(F)(F)F)c3)S2)cc1Cl (centres undefined),3,-0.2,-3,0.1
O=C(N/N=C\c1cc(Cl)cc([N+](=O)[O-])c1O)c1ccc(Br)cc1,5,2.1,-22,0.1
O=C1CC(c2nc3ccccc3[nH]2)CN1c1cccc(Cl)c1 (centres undefined),5,-0.4,-4,0.0
Cc1cc([N+](=O)[O-])nn1CCCC(=O)Nc1ccc(Br)cc1,7,1.1,22,0.0
COC(=O)c1ccc(C2C(C(C)=O)=C(O)C(=O)N2c2ccc(OCC(=O)O)cc2)cc1 (centres undefined),10,-0.7,-1,0.2
O=C(NCc1ccccc1)/C(=C\c1ccc(Br)cc1)NC(=O)c1ccco1,-1,0.8,16,0.0
COc1ccc(S(=O)(=O)Nc2cccc3c(C)c(C)[nH]c23)cc1,44*,1.9,10,-0.2
COc1ccccc1CNc1ccc(N2CCOCC2)cc1,5,-1.0,21,-0.2
CC(=O)c1ccc(NC(=O)CSc2nnc(Cc3cccn3C)n2-c2ccc(C)cc2)cc1,5,-0.9,-6,-0.3
Cc1ccc(NC(=O)COc2cc(C)ccc2C(C)C)c(Br)c1,6,-0.3,-7,0.1
COc1ccc(N2C(=O)CC(Cc3ccccc3)C2=O)cc1 (centres undefined),-1,0.6,-9,0.0
COc1ccc2sc(NC(=O)c3ccc([N+](=O)[O-])c(C)c3)nc2c1,-78,0.6,-2,-0.2
Fc1ccc(C2C=C(c3ccc4c(c3)OCO4)Nc3nnnn32)cc1 (centres undefined),-7,1.0,13,0.1
NC(=O)NC(=O)CSc1n[nH]c(-c2cccs2)n1,-2,0.3,8,0.2
Cc1c(C(=O)NCc2ccccn2)sc2ncn(CC(=O)N3CCCCC3C)c(=O)c12 (centres undefined),-3,-1.3,0,0.3
Cc1ccc(S(=O)(=O)N(C)C2CCN(C)CC2)cc1,12,0.4,4,0.1
CC(=O)Nc1ccc(S(=O)(=O)Oc2cccc(N3C(=O)C4CCCCC4C3=O)c2)cc1 (centres undefined),5,-0.6,2,0.1
O=C(O)c1ccccc1C(=O)OCc1ccccc1,-4,-0.5,5,-0.1
Cc1onc(-c2c(Cl)cccc2Cl)c1C(=O)N(C)Cc1ccccc1,-1,1.5,-1,-0.1
CC(=O)Oc1ccc2cc(-c3ccc4c(c3)OCCO4)c(=O)oc2c1,63*,-4.0,10,0.0
COc1cc(C(=O)N2CCN(C(=O)CCC3CCCC3)CC2)cc(OC)c1OC,-2,0.5,11,0.2
CCOC(=O)C1=C(C)N=c2s/c(=C\c3ccc(OCc4ccc([N+](=O)[O-])cc4)c(OC)c3)c(=O)n2C1c1ccc2c(c1)OCO2 (centres undefined),-3,-0.7,-2,0.0
COC(CNC(=O)CS(=O)Cc1nc(-c2ccccc2C)oc1C)OC (centres undefined),-1,-0.6,-15,0.2
CCCCOc1ccc(NC(=O)CN2CCN(C(=O)OCC)CC2)cc1,3,-0.4,-2,0.1
CC(=O)Nc1cc(NC(=O)CCC(=O)O)ccc1Cl,-6,-0.3,2,-0.1
CCOC(=O)CSc1nc2sc3c(c2c(=O)n1CCc1ccccc1)CC(C)(C)OC3,-2,-1.0,0,0.0
O=C1c2ccccc2-c2onc3c(Cl)cc(Sc4ccccc4)c1c23,7,2.4,15,-0.1
Cc1cc(C)cc(OCCc2c(C)n[nH]c2C)c1,-12,-0.8,7,0.1
O=c1c2ccc(Cl)cc2[nH]c(=S)n1CCc1ccccc1,-15,1.3,-5,-0.1
O=C(NCCCO)C(=O)NCC(c1ccco1)N1CCN(c2ccc(F)cc2)CC1 (centres undefined),0,0.1,15,0.3
CC(=O)c1cccc(-c2ncc(C(=O)NCCN(C(C)C)C(C)C)s2)c1,-1,-0.9,2,0.0
COc1cc(/C=N/NC(=O)c2nonc2C)ccc1O,-15,-8.8,-1,-0.1
O=S(=O)(c1ccccc1)N(Cc1ccccn1)Cc1ccccn1,1,0.5,-3,-0.4
CCOC(=O)c1cnc2cc(-c3ccc(C(C)(C)C)cc3)nn2c1C,-24,0.1,1,0.1
CCOC(=O)C(C)Sc1nnc(N2CCN(c3ccc(OC)cc3)CC2)s1 (centres undefined),-6,0.2,1,-0.4
CC1OC23CCCCC2C(C#N)(C(=N)O3)C1(C#N)C#N (centres undefined),5,-0.1,3,-0.2
COC(=O)c1ccc(Oc2nc3c(c(=O)n(C)c(=O)n3C)n2Cc2ccc(C#N)cc2)cc1,2,0.4,10,0.4
Cc1ccc(C(C)C)c(OCCNC(=O)Cc2cccc3ccccc23)c1,-2,-0.5,-11,-0.2
CCCCCn1c(=S)[nH]c2cc(C(=O)Nc3ccc(OCC)cc3)ccc2c1=O,1,0.6,1,-0.1
Cc1cc(C)cc(N(CC(=O)Nc2cc(Cl)ccc2C)S(C)(=O)=O)c1,7,-1.2,-20,-0.3
N#Cc1sc(NC(=O)c2ccc(F)c(F)c2)nc1Cl,26,-12,-3,0.1
CCSc1nnc(NC(=O)c2sc3nc(CSC)[nH]c(=O)c3c2C)s1,-5,-0.9,2,-0.1
COc1ccc(-c2cc(NCC(F)(F)F)ncn2)cn1,-28,0.2,11,0.3
COc1cc(-c2cc(-c3ccccc3)nc3sc(C(=O)O)c(N)c23)cc(OC)c1OC,-8,0.0,-4,-0.1
Nc1cc(=O)[nH]c(SCc2cn3cccnc3n2)n1,-2,-1.6,-8,0.6
CSc1ccc(C2N=C(c3ccccc3)NO2)cc1 (centres undefined),-60,0.2,1,0.0
CCOc1cc(/C=N/Nc2nncn2N)cc(I)c1O,13,-0.7,3,-1.2
CC1Sc2ccc(C#N)cc2N(Cc2ccc(Cl)s2)C1=O (centres undefined),-1,0.5,11,0.2
# (continued)
SMILES,TEAD-YAP inh,GPR151 activ,MITF inh,FBW7 act
COc1ccc(/C=N/NC(=O)C23CC4CC(CC(C4)C2)C3)c(OC)c1OC,-14,0.1,5,0.0
Cc1cc(/C=C2\C(=O)NC(=O)N(c3cccc(F)c3)C2=O)c(C)n1C,1,0.9,55*,0.0
O=c1c2ccccc2ncn1-c1ccccc1,-4,1.0,-2,0.1
O=C(c1cnn(-c2ccccc2)c1-n1cccc1)N1CCC(C(=O)N2CCCC2)CC1,-3,-0.8,10,0.0
Cc1ccc2cc(CN(CCO)Cc3nnnn3Cc3ccc(F)cc3)c(=O)[nH]c2c1C,-6,0.0,5,-0.1
Cc1sc(/N=C/c2ccc(O)cc2)c(C#N)c1C,-2,-0.6,20,0.5
O=C1CCCN1CCCNc1ccnc(-c2ccc(N3CCOCC3)nc2)n1,-8,-1.8,11,0.1
NC(N)=Nc1nc2cc([N+](=O)[O-])ccc2o1,2,1.0,15,-0.1
O=C1CCC(CCNCc2ccccn2)N1CCc1ccc(Cl)cc1 (centres undefined),8,-0.4,11,-0.7
COc1cccc(C2C(C#N)=C(N)Oc3n[nH]c(-c4ccc(Br)cc4)c32)c1OC (centres undefined),-6,1.1,-2,-0.4
N#CCCN(CCC#N)S(=O)(=O)c1ccc(C(=O)Nc2ccc3c(c2)OCO3)cc1,10,1.5,5,0.1
Cc1cccc(C)c1NC(=O)C(=O)NCCCN1CCOCC1,2,-1.8,-13,0.1
O=C(O)Cc1cc2c(cc1Br)OCCO2,-8,-0.4,11,0.2
C/C(=N\NC(=O)CNC(=O)c1ccccc1Br)c1ccc(C)cc1C,-1,-1.4,17,0.1
COc1ccc(OC)c(Nc2nc(-c3cccc(C)c3)nc3ccccc23)c1,10,-0.1,-15,0.9

# For reference, part of the list above:
SMILES,TEAD-YAP inh,GPR151 activ,MITF inh,FBW7 act
Nc1cc(=O)[nH]c(SCc2cn3cccnc3n2)n1,-2,-1.6,-8,0.6
CSc1ccc(C2N=C(c3ccccc3)NO2)cc1 (centres undefined),-60,0.2,1,0.0
CCOc1cc(/C=N/Nc2nncn2N)cc(I)c1O,13,-0.7,3,-1.2
CC1Sc2ccc(C#N)cc2N(Cc2ccc(Cl)s2)C1=O (centres undefined),-1,0.5,11,0.2
COc1ccc(/C=N/NC(=O)C23CC4CC(CC(C4)C2)C3)c(OC)c1OC,-14,0.1,5,0.0
Cc1cc(/C=C2\C(=O)NC(=O)N(c3cccc(F)c3)C2=O)c(C)n1C,1,0.9,55*,0.0
O=c1c2ccccc2ncn1-c1ccccc1,-4,1.0,-2,0.1
O=C(c1cnn(-c2ccccc2)c1-n1cccc1)N1CCC(C(=O)N2CCCC2)CC1,-3,-0.8,10,0.0
Cc1ccc2cc(CN(CCO)Cc3nnnn3Cc3ccc(F)cc3)c(=O)[nH]c2c1C,-6,0.0,5,-0.1
Cc1sc(/N=C/c2ccc(O)cc2)c(C#N)c1C,-2,-0.6,20,0.5
O=C1CCCN1CCCNc1ccnc(-c2ccc(N3CCOCC3)nc2)n1,-8,-1.8,11,0.1
NC(N)=Nc1nc2cc([N+](=O)[O-])ccc2o1,2,1.0,15,-0.1
O=C1CCC(CCNCc2ccccn2)N1CCc1ccc(Cl)cc1 (centres undefined),8,-0.4,11,-0.7
COc1cccc(C2C(C#N)=C(N)Oc3n[nH]c(-c4ccc(Br)cc4)c32)c1OC (centres undefined),-6,1.1,-2,-0.4
N#CCCN(CCC#N)S(=O)(=O)c1ccc(C(=O)Nc2ccc3c(c2)OCO3)cc1,10,1.5,5,0.1
Cc1cccc(C)c1NC(=O)C(=O)NCCCN1CCOCC1,2,-1.8,-13,0.1

# Continuation.
SMILES,TEAD-YAP inh,GPR151 activ,MITF inh,FBW7 act
N=C1CCCN1CC(=O)c1ccccc1,0,0.1,6,0.7
CN1C2=C(C(=O)CC(C)(C)C2)C(c2cccc(O)c2)C2=C1CC(C)(C)CC2=O,3,-1.1,-1,0.3
CC(C)n1c(N2CCNCC2)nc2c1c(=O)n(C)c(=O)n2C,0,0.3,-6,-0.3
O=C1C(=O)N(CCN2CCOCC2)C(c2cccnc2)/C1=C(/O)c1ccc(Br)cc1 (centres undefined),-5,-0.6,2,0.4
COc1cccc(NS(=O)(=O)c2cc(C(=O)N3CCN(c4ccccc4)CC3)ccc2NCCc2ccc(Cl)cc2)c1,6,1.6,18,-0.1
NC(=O)Cn1cnc2c(oc3ccccc32)c1=O,-2,0.8,17,0.2
O=C(Nc1ccccc1Br)c1cc[n+]([O-])cc1,6,0.6,5,-0.1
O=C(O)C(=O)Nc1ccc(NC(=O)C(c2ccccc2)c2ccccc2)cc1,-9,1.9,-2,-0.1
Cc1ccc(F)cc1NC(=O)N[C@H]1C[C@H]2C(=O)N[C@H](C)C(=O)N2C1,-1,0.2,-2,0.3
CCCCNS(=O)(=O)c1ccc(NC(=O)CCc2ccccc2)cc1,13,2.4,7,0.3
O=C(NCCc1cccs1)C1CC(O)CN1C(=O)Nc1ccccc1 (centres undefined),2,-1.6,1,-0.2
CC(C)(C)C(=O)NCc1ccc(C(=O)CCl)s1,-1,0.1,-8,0.0
O=[N+]([O-])c1cc(Cl)cc(/C=N/Nc2ccc(Cl)nn2)c1O,-8,0.9,14,-0.4
COc1cccc(C(=O)NCc2nc(N3CCCC3)c3cc(Cl)ccc3n2)c1OC,0,1.4,-4,0.0
CC1CCCN(C(=O)CSc2nnc(Cc3ccccc3)n2C)C1 (centres undefined),2,-0.2,0,-0.2
Cn1c(SCC(=O)OCc2ccccc2)nnc1-c1ccco1,-1,-0.2,3,-0.1
CCOc1cc(/C=C(/C#N)C(=O)Nc2ccc(Cl)cc2)ccc1OCC(=O)O,-3,0.8,-16,-0.1
Cc1cc(C)cc(NC(=O)c2c[nH]c3c(c(C)nn3-c3ccccc3)c2=O)c1,-5,-0.3,-1,-0.1
Cc1ccccc1-n1c(SCc2cccc([N+](=O)[O-])c2)nc2[nH]ncc2c1=O,-28,-0.4,2,-0.2
CCCC(=O)NC(=S)Nc1cccc([N+](=O)[O-])c1,4,-1.0,-16,-0.3
COc1cc(OC)cc(C(=O)Nc2cc(C(=O)N3CCN(c4ccccc4)CC3)ccc2N2CC3CC(C2)c2cccc(=O)n2C3)c1 (centres undefined),-7,3.4,6,0.0
O=C1NC(=S)N/C1=C/c1ccc(-c2ccc3c(c2)C(=O)OC3)o1,4,-1.0,-43,2.5*
CN(C)c1ccc(CNS(=O)(=O)c2ccc3[nH]c(=O)ccc3c2)cc1,-5,-0.5,1,0.0

# Source: PubChem (The Scripps Research Institute Molecular Screening Center)
